# Screens (PubChem BioAssay)
# PGC1a acetyl inh – modulators of PGC1a acetylation; U2OS PGC1a acetylation, AlphaScreen anti-acetyl-lysine; with virally co-expressed GCN5 acetyltransferase; inhibition, % at 15.6 µM; 350,000 tested, 0.17% active; AID 651687;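 active means every replicate shows inhibition of at least 40%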;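 further: 0% = neutral control wells and 100% = positive control wells; some results beyond the cut were filed as inactive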
# ERAP1 inh – inhibitors of human ERAP1 aminopeptidase. Q9NZ08. recombinant ERAP1, Leu-AMC fluorescence, 60 min. inhibition, % at 10.7 µM. 340,000 tested, 0.15% active. AID 652197;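 active means mean replicate inhibition of at least 30%, or all replicates individually reaching that 30% level; inactive means mean below 30% and not every replicate reaching it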;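 further: 0% = neutral control wells and 100% = L-leucinethiol positive control wells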
# Target sequence (Q9NZ08 whole entry, looked up): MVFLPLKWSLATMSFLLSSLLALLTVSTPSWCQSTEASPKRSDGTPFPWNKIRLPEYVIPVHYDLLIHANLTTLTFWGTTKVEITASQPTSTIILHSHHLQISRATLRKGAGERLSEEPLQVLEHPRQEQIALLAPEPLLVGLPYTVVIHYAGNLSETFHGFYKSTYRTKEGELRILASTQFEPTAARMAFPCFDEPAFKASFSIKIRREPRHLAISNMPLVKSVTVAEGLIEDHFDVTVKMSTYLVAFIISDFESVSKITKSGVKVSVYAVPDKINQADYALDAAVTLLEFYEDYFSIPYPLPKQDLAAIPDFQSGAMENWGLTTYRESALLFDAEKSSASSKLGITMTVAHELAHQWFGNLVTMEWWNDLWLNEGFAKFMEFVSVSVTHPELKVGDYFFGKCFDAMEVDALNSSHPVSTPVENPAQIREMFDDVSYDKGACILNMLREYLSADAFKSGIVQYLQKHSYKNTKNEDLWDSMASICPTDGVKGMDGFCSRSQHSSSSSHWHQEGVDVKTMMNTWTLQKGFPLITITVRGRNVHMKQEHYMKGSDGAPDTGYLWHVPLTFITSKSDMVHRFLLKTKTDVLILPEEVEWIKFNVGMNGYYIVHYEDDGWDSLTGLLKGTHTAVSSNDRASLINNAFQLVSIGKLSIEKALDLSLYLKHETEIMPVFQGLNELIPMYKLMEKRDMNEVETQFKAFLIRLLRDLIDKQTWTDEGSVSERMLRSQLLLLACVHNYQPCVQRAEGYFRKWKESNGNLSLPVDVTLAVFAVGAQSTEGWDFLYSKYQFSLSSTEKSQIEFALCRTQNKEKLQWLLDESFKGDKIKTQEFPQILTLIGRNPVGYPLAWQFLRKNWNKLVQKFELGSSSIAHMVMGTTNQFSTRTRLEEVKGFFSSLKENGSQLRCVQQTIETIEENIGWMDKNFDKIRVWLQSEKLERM
# FN deposit inh – fibronectin deposition inhibition; inhibition, % at 12.6 µM; 350,000 tested, 0.086% active; AID 743247; AH1F fibroblasts, Alexa488-fibronectin deposition fluorescence, overnight;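 active means mean inhibition across replicates of 30% or more, regardless of how many single replicates reach that level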;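 further: positive control wells lacked labelled fibronectin entirely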
#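 Assay system: AH1F fibroblasts / Quantity: 10000 cells per well / Medium: DMEM plus 2% serum, read in PBS / Reagent: labelled fibronectin 24 nM / Dosing: single dose, pinned / Times: 1 h cell attachment, overnight exposure to compound and label / Signal: fluorescence, ex 485 nm, em 525 nm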
# LGR2 antag – inhibitors of bursicon-induced Drosophila LGR2 receptor cAMP signaling | AID 720647 | 380,000 tested, 0.35% active | HEK293 LGR2, CRE-luciferase, bursicon-stimulated, 4 h | inhibition, % at 9.99 µM;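 active means drop in luminescence signal, shown as inhibition above about 50% in the replicate tests, limit read from the data, passing the limit was not always enough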;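 further: agonist challenge used bursicon conditioned medium at about half maximal strength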
# EWS-Fli block – blocks EWS/Fli oncoprotein-driven transcription; 350,000 tested, 0.67% active; A673 NR0B1-luciferase reporter, viability-normalised; inhibition, % at 12.6 µM; AID 651661;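 active means mean inhibition of at least 50% after viability correction, with every replicate also passing that limit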;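 further: firefly luciferase signal divided by Alamar Blue viability fluorescence both relative to DMSO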
# PglD inh – blocks C. jejuni PglD acetyltransferase activity; purified PglD enzyme, DTNB colorimetric CoA detection; inhibition, % at 12.5 µM; 360,000 tested, 0.098% active; in the data active means inhibition above about 16%, passing the limit was not always enough; further: strong numbers were not always called active
# S100A4 inh HTS – inhibitors of human S100A4 binding to myosin IIA peptide | P26447 | S100A4/TAMRA-MyoIIA peptide fluorescence polarization | inhibition, % at 10.7 µM | 360,000 tested, 0.14% active | AID 652163;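 active means mean inhibition of at least 70% across replicates, with every replicate also reaching that level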
# Target sequence (P26447 whole entry, looked up): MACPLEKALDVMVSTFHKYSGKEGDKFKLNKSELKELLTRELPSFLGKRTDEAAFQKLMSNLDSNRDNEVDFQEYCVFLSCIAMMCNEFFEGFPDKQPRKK
#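 Test system – S100A4 monomer (human) · Compound – single-point compound testing · Schedule – 5 min incubation before reading · Probe or stimulus – TAMRA-labelled myosin IIA heavy-chain peptide probe, 5 nM · Benchmarks – neutral control DMSO, positive control TFP · Medium – Calcium-containing HEPES buffer, pH 7.2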
# PAX8 inh HTS – PAX8 transcriptional activity inhibition | RMG-I TPO-luciferase reporter, SteadyGlo, 24 h | inhibition, % at 12.6 µM | 360,000 tested, 1.2% active | AID 652154;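 active means mean replicate inhibition at least 60% with every replicate also reaching 60%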;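 further: luciferase light reporting Pax8 driven TPO promoter activity; plate controls were median of neutral control wells for no effect and mitoxantrone controls for full effect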
# * hit, by the source's call; . = not tested or not shown. Random draw from the library; 2.1% or so of the library scored in one or more.
SMILES,PGC1a acetyl inh,ERAP1 inh,FN deposit inh,LGR2 antag,EWS-Fli block,PglD inh,S100A4 inh HTS,PAX8 inh HTS
O=C(c1ccccc1)N1CC(=O)N2[C@@H](CO)[C@H](c3ccc(C#Cc4ccccc4)cc3)[C@@H]2C1,-3,-2,.,14,.,.,-4,.
Cc1ccc(NC(=O)CCc2c(C)[nH]c(=O)c(C#N)c2C)cc1,.,-4,8,14,-5,.,-2,-4
CN1c2ccc(-c3ccccc3)cc2[C@@H]2[C@@H](CCN2C(=O)c2ccccc2)[C@@H]1CO,4,-7,-16,2,2,0,63,-15
Cn1c(N)c(C(=O)COC(=O)CSc2ccc(Cl)cc2)c(=O)n(C)c1=O,5,.,-18,-1,.,0,.,.
O=C(N/N=C/c1cccnc1)c1sc2ccccc2c1Cl,5,-3,5,-17,.,1,3,-13
Cc1ccc2c(c1)N(C)/C(=C/c1cccc[n+]1C)S2,.,15,-13,5,41,-5,2,79*
CCCC1=C(C(=O)OCC)C(c2cccs2)n2ncnc2N1 (stereo not given),.,.,5,.,4,.,-7,8
O=C1c2cccc3cccc(c23)C(=O)N1CCCSc1ncn[nH]1,-5,.,-3,-1,-21,1,-2,-1
CCCCn1c(NC(=O)c2ccco2)c(S(=O)(=O)c2ccc(C)cc2)c2nc3ccccc3nc21,.,1,-4,1,3,.,-9,0
O=C(NC(=O)c1ccccc1)C1=C(N2CCCC2)COC1=O,.,-3,1,.,-59,1,39,-94
O=C(COC(=O)CCC(=O)c1ccc(F)cc1)Nc1cccc(S(=O)(=O)N2CCOCC2)c1,13,12,-1,-26,-22,1,0,3
NNC(=O)[C@H](Cc1ccccc1)NC(=O)NCCc1ccccc1,.,0,-2,0,-1,4,-1,10

# Five compounds already listed, sorted by length of the SMILES, rising:
SMILES,PGC1a acetyl inh,ERAP1 inh,FN deposit inh,LGR2 antag,EWS-Fli block,PglD inh,S100A4 inh HTS,PAX8 inh HTS
O=C(N/N=C/c1cccnc1)c1sc2ccccc2c1Cl,5,-3,5,-17,.,1,3,-13
O=C(NC(=O)c1ccccc1)C1=C(N2CCCC2)COC1=O,.,-3,1,.,-59,1,39,-94
Cc1ccc(NC(=O)CCc2c(C)[nH]c(=O)c(C#N)c2C)cc1,.,-4,8,14,-5,.,-2,-4
Cn1c(N)c(C(=O)COC(=O)CSc2ccc(Cl)cc2)c(=O)n(C)c1=O,5,.,-18,-1,.,0,.,.
CN1c2ccc(-c3ccccc3)cc2[C@@H]2[C@@H](CCN2C(=O)c2ccccc2)[C@@H]1CO,4,-7,-16,2,2,0,63,-15

# Additional entries follow.
SMILES,PGC1a acetyl inh,ERAP1 inh,FN deposit inh,LGR2 antag,EWS-Fli block,PglD inh,S100A4 inh HTS,PAX8 inh HTS
COCCNC(=O)C(OC(=O)c1cccs1)c1ccccc1 (stereo not given),2,.,-2,.,.,-12,.,2
CCN(CC)C(=O)Cn1cnc2c1c(=O)n(C)c(=O)n2C,2,.,-8,.,.,6,.,-7
CCCOc1ncnc2c1sc1nc3c(cc12)COC(C)(C)C3,-6,1,-2,-26,-53,3,-1,-83
Cc1cccc(C(=O)N2CCN(c3ccc([N+](=O)[O-])c(N4CCOCC4)c3)CC2)c1,15,.,-2,.,.,-6,.,26
O=C(NCc1ccccn1)c1ccc(NS(=O)(=O)c2cccc([N+](=O)[O-])c2)cc1,1,5,-1,-8,6,2,1,-6
Cc1nnc(SCC(=O)NC(C)(C)C)n1C1CCCCC1,.,9,8,4,11,.,6,-1
Cc1ccc(-c2cc(C(=O)N/N=C/c3cccnc3)c3ccccc3n2)cc1C,0,-4,-13,.,-43,2,-1,-63
CC(Oc1cc2oc(=O)cc(-c3ccccc3)c2cc1Cl)C(=O)NCC1CCC(C(=O)O)CC1 (stereo not given),1,18,.,.,-9,0,-2,.
CC(=O)c1cccc(NC(=O)c2cc(-c3ccco3)on2)c1,.,1,-3,-103,-59,-4,-3,12
Cc1ccc(S(=O)(=O)NCCC(=O)Nc2ccc(S(=O)(=O)NC(C)C)cc2)cc1,.,-1,5,9,0,6,1,12
Cc1cc([N+](=O)[O-])nn1CC(=O)N/N=C/c1ccccc1F,-3,1,-5,4,5,.,-1,-11
c1cncc(-c2csc(-c3cccnc3)n2)c1,10,1,10,2,-9,-1,0,-6
O=C(CC(NC(=O)c1ccccc1)c1ccccc1)NCc1ccccc1 (stereo not given),4,4,-3,-2,4,2,-3,-3
CN(c1ccccc1)c1ccc(/C=C(\CCC(=O)O)c2nc3ccccc3s2)cc1[N+](=O)[O-],.,14,-7,7,.,.,-2,7
COc1ccc(CN2CCN(CCc3ccccc3)C(CCO)C2)c(O)c1 (stereo not given),.,-15,-30,9,5,.,-5,9
COC(=O)c1cc(NS(=O)(=O)c2ccc(N3CCCCCC3)c([N+](=O)[O-])c2)cc(C(=O)OC)c1,.,3,.,-13,.,-4,2,.
COc1ccccc1N(CC(=O)N1CCN(c2ccc(F)cc2)CC1)S(=O)(=O)c1ccc(C)cc1,0,2,0,-6,-4,2,-8,-13
CCc1ccccc1N(CC(=O)NC1CCCCC1)C(=O)CCC(=O)Nc1ccccn1,-4,-1,-3,-11,1,-3,-2,0
CN1CCN(C(=O)C[C@@H]2CC[C@@H]3[C@H](COC[C@H](O)CN3C(=O)Cc3ccccc3)O2)CC1,-1,2,-2,-6,-1,1,2,-11
C[C@H](CO)N1C[C@H](C)[C@H](CN(C)Cc2cccnc2)OCc2ccccc2-c2ccccc2C1=O,5,1,-9,-13,4,0,9,22
COc1ccccc1S(=O)(=O)N[C@H]1CC[C@H](CCNC(=O)C2CC2)O[C@@H]1CO,9,2,6,1,-3,-1,9,-3
O=C(CCN1C(=O)S/C(=C\c2ccc(Cl)cc2)C1=O)Nc1ccc(C(=O)O)cc1,.,0,0,5,-6,7,8,17
O=C(O)C[C@@H]1C=C[C@@H](NC(=O)Nc2cc(F)ccc2F)[C@@H](CO)O1,0,0,-9,3,1,-2,9,0
CC1Oc2ccccc2N(CC(=O)NCCCN2CCOCC2)C1=O (stereo not given),9,-4,3,5,-4,-1,-3,-6
C[C@@H]1CCCCO[C@@H](CN(C)Cc2ccncc2)[C@@H](C)CN([C@H](C)CO)C(=O)c2cc(NC(=O)NC3CCCCC3)ccc2O1,-4,3,-7,-6,1,-2,2,7
O=C(NCc1ccccc1Cl)c1cccc(NC(=O)c2ccccc2)c1,5,.,-5,2,.,-6,.,11
CC(=O)C(=Cc1cn(-c2ccccc2)nc1-c1ccccc1)C(C)=O,.,2,0,-26,-15,8,11,-13
COc1ccc2c(c1)O/C(=C\c1ccco1)C2=O,4,-2,18,-16,-62,-9,-10,-60
CC1CCCN(C(=S)NCCc2ccccc2)C1 (stereo not given),1,.,-9,.,.,4,.,-59
Cc1cc(OC(=O)c2ccc(S(=O)(=O)N3CCCCC3)cc2)c([N+](=O)[O-])c(=O)[nH]1,.,3,.,3,1,.,-2,1
COc1ccc(CC2c3cc(OC)c(OC)cc3CC[N+]2(C)CCC(=O)OCCCCCOC(=O)CC[N+]2(C)CCc3cc(OC)c(OC)cc3C2Cc2ccc(OC)c(OC)c2)cc1OC (stereo not given),-14,-5,14,2,5,-1,-1,39
Clc1cccc(C2Nc3cccc4cccc(c34)N2)c1Cl,-14,-3,-7,.,10,-3,-1,-6
CS(=O)(=O)c1ccc(-n2nnc3ccccc32)c([N+](=O)[O-])c1,.,1,6,-13,13,0,5,9
C[C@H]1CN([C@@H](C)CO)C(=O)c2cccc(NC(=O)c3nc4ccccc4s3)c2O[C@H]1CN(C)Cc1ccc(C(=O)O)cc1,10,1,-3,4,-10,3,-15,.
COc1ccc(C(C)=O)cc1COC(=O)c1cccnc1SC,.,0,1,-2,6,.,-2,-6
C[C@H]1CN([C@@H](C)CO)C(=O)c2cc(NC(=O)CCN3CCOCC3)ccc2O[C@H]1CN(C)Cc1ccc(-c2ccccc2)cc1,5,1,.,-2,.,-3,-3,-8
COc1ccc(Cl)cc1Nc1nc(N)c2ccccc2n1,-4,-2,4,-20,-32,-2,-7,-46
CCOC(=O)C1=C(CP(=O)(c2ccccc2)c2ccccc2)NC(=O)NC1c1ccc(Cl)cc1 (stereo not given),5,.,-1,0,.,1,.,-11
O=C(COC(=O)c1ccc(O)cc1)NCCc1c[nH]c2ccccc12,8,-2,-2,3,12,-5,-3,13
C#CCOCCOCCOCCNc1nc(N2CCN(C(=O)C([C@@H](C)O)n3cc([C@@H](N)CCCCN)nn3)CC2)nc(N2CCN(C(=O)[C@H](CO)n3cc([C@@H](N)C(C)C)nn3)CC2)n1 (stereo not given in full),9,-4,7,14,7,-1,-15,-6
Cc1nc(-c2c(C(=O)NNC(=O)Nc3c(C)cccc3C)noc2C)cs1,-15,-2,13,11,13,.,1,9
C[C@H](CO)N1C[C@H](C)[C@H](CN(C)S(=O)(=O)c2ccccc2)Oc2c(NC(=O)Nc3cccc4ccccc34)cccc2C1=O,7,0,.,-3,5,.,-7,-11
O=C(NCC(F)(F)F)[C@@H]1[C@@H](CO)[C@@H]2Cn3c(ccc(-c4cccnc4)c3=O)[C@H]1N2Cc1ccccc1,.,0,.,3,-1,-1,-5,.
C[C@H](CO)N1C[C@H](C)[C@@H](CN(C)C(=O)Nc2ccc(C(F)(F)F)cc2)Oc2ccc(NC(=O)Cc3ccccc3)cc2CC1=O,-2,0,.,1,2,7,4,.
CCC(=O)N1c2ccccc2-c2nnc(SC)nc2OC1c1ccc(OC)c(OC)c1 (stereo not given),2,.,-12,-5,4,-4,0,18

# Four entries from above, field by field:
Compound: O=C(COC(=O)c1ccc(O)cc1)NCCc1c[nH]c2ccccc12
  PGC1a acetyl inh: 8
  ERAP1 inh: -2
  FN deposit inh: -2
  LGR2 antag: 3
  EWS-Fli block: 12
  PglD inh: -5
  S100A4 inh HTS: -3
  PAX8 inh HTS: 13
Compound: C#CCOCCOCCOCCNc1nc(N2CCN(C(=O)C([C@@H](C)O)n3cc([C@@H](N)CCCCN)nn3)CC2)nc(N2CCN(C(=O)[C@H](CO)n3cc([C@@H](N)C(C)C)nn3)CC2)n1 (stereo not given in full)
  PGC1a acetyl inh: 9
  ERAP1 inh: -4
  FN deposit inh: 7
  LGR2 antag: 14
  EWS-Fli block: 7
  PglD inh: -1
  S100A4 inh HTS: -15
  PAX8 inh HTS: -6
Compound: Cc1nc(-c2c(C(=O)NNC(=O)Nc3c(C)cccc3C)noc2C)cs1
  PGC1a acetyl inh: -15
  ERAP1 inh: -2
  FN deposit inh: 13
  LGR2 antag: 11
  EWS-Fli block: 13
  PglD inh: .
  S100A4 inh HTS: 1
  PAX8 inh HTS: 9
Compound: C[C@H](CO)N1C[C@H](C)[C@H](CN(C)S(=O)(=O)c2ccccc2)Oc2c(NC(=O)Nc3cccc4ccccc34)cccc2C1=O
  PGC1a acetyl inh: 7
  ERAP1 inh: 0
  FN deposit inh: .
  LGR2 antag: -3
  EWS-Fli block: 5
  PglD inh: .
  S100A4 inh HTS: -7
  PAX8 inh HTS: -11
